# From PubChem
# CHRM5 antagonist: human M5 muscarinic receptor antagonists, primary screen, CHO cells, Fluo-8 calcium fluorescence; CHO-hM5 cells, ACh EC80; inhibition, % at 3 µM; Muscarinic acetylcholine receptor M5 (Homo sapiens), P08912; 360,000 tested, 0.59% active;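 active = inhibition above a per-plate cutoff, the mean of that plate's test compounds plus 3 SD, cut at about 27% in these data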;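 also: 0% = acetylcholine EC80 with DMSO and 100% = DMSO without agonist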
# Target sequence (P08912 whole entry, looked up): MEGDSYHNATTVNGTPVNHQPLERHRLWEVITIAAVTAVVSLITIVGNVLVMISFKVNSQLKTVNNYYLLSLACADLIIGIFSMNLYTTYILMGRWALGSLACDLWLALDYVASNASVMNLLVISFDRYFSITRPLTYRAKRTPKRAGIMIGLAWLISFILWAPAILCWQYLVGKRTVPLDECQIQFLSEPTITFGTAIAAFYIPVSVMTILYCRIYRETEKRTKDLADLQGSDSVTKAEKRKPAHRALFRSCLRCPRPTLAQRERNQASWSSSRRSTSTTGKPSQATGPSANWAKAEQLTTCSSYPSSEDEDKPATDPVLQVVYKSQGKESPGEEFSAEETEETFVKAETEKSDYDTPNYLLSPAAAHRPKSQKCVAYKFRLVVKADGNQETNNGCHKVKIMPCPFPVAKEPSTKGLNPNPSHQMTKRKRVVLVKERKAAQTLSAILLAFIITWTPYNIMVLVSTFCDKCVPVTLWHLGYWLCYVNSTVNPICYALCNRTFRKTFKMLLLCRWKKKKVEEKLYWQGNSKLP
# M4 antag: human M4 muscarinic receptor antagonists, primary screen, CHO cells, Fluo-8 calcium fluorescence; AID 624125, 2012; inhibition, % at 3 µM; 360,000 tested, 0.73% active; Muscarinic acetylcholine receptor M4 (Homo sapiens), P08173; CHO-hM4 cells, ACh EC80;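 active = inhibition above its plate's cutoff, the mean inhibition of sample wells plus 3 SD, cut at about 27% in these data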;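 also: 0% = acetylcholine EC80 with DMSO and 100% = DMSO without agonist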
# Target sequence (P08173 whole entry, looked up): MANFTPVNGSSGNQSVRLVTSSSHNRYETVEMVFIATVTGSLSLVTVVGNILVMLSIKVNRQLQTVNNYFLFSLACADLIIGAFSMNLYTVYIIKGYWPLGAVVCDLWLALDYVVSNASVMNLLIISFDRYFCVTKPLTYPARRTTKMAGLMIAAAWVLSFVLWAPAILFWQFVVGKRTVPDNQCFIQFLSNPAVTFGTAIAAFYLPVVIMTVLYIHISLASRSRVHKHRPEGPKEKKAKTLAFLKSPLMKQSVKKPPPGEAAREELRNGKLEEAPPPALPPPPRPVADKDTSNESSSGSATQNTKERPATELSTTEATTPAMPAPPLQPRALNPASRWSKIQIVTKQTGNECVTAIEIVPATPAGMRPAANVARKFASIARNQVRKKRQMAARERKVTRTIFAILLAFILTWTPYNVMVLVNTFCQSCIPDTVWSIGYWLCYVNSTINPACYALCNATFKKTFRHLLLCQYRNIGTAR
# M5 ag: human M5 muscarinic receptor agonists, primary screen, CHO-K1 cells, Fluo-8 calcium fluorescence. Muscarinic acetylcholine receptor M5 (Homo sapiens), P08912. CHO-K1 hM5 cells; 0% DMSO wells, 100% maximal acetylcholine response. activation, % at 3 µM. 360,000 tested, 0.19% active. AID 624037, 2012;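 active = activation above the run's mean over test compounds plus 3 SD, cut at about 23% in these data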;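 also: signal is peak over basal fluorescence ratio across the kinetic read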
# CRFBP-R2 block: antagonists of CRF-BP/CRF-R2 complex, primary screen, cell-based, HEK293, calcium dye fluorescence, uHTS. 350,000 tested, 0.59% active. CRF-induced calcium fluorescence. inhibition, % at 11.8 µM;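 active = inhibition of the ligand-induced calcium signal above about 50% at the single tested concentration, limit read from the data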
# CRFR2-BP ag: agonists of CRF-BP/CRF-R2 complex, primary screen, cell-based, HEK293, calcium dye fluorescence, uHTS. calcium dye fluorescence (FLIPR); percent of saturating CRF peptide response. activation, % at 13.2 µM. 350,000 tested, 0.46% active. AID 588473, 2011;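 active = activation of at least 50%, plus an integration ratio under a set limit after plate pattern correction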;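 also: plate controls were neutral control wells without compound for no effect and CRF at EC100 for full effect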
# IDE cell inh: human IDE inhibitors in live cells, primary screen, fluorescence polarization, HEK cells, FAbetaB substrate; inhibition, % at 5.59 µM; AID 434962, 2010; FAbetaB cleavage; 320,000 tested, 0.41% active; Insulin-degrading enzyme (Homo sapiens), P14735;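 active = percent inhibition above the average of all tested compounds plus 3 SD, set per screening campaign, cut at about 16% in these data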;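 also: IDE supplied by intact live HEK cells; FP after avidin binding of uncleaved biotin substrate so inhibition keeps polarization high; 0% = DMSO wells and 100% = 60 µM reference IDE inhibitor Ii1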
# CHRM4 agonist: human M4 muscarinic receptor agonists, primary screen, CHO-K1 cells, Fluo-8 calcium fluorescence; Muscarinic acetylcholine receptor M4 (Homo sapiens), P08173; CHO-K1 hM4/Gqi5; vehicle 0%, full acetylcholine response 100%; activation, % at 3 µM; 360,000 tested, 0.14% active;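 active = activation above the run mean over all test wells plus 3 SD, cut at about 32% in these data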;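 also: peak over basal fluorescence ratio per well then scaled between controls; 0% = DMSO wells and 100% = acetylcholine at EC100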
# M5 PAM: human M5 muscarinic receptor positive allosteric modulators, primary screen, CHO-K1 cells, Fluo-8 calcium fluorescence. Muscarinic acetylcholine receptor M5 (Homo sapiens), P08912. activation, % at 3 µM. AID 624038, 2012. CHO-K1 hM5, ACh EC20 PAM; 0% = ACh EC20, 100% = ACh EC100. 360,000 tested, 0.3% active;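 active = activation above the run cutoff, the mean activation of all test compounds plus 3 SD, cut at about 18% in these data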
#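 Replicates: One well per compound, no replicates | System: Human M5 receptor in CHO-K1 cells | Benchmarks: Low control EC20 acetylcholine (0%), high control EC100 acetylcholine (100%) | Probe or stimulus: Acetylcholine, EC20 level | Times: Fluo-8 loading 80 min at 37 °C plus 30 min room temperature | Signal: Intracellular calcium via Fluo-8 fluorescence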
# CHRM4 PAM: human M4 muscarinic receptor positive allosteric modulators, primary screen, CHO-K1 cells, Fluo-8 calcium fluorescence; CHO-K1 hM4/Gqi5, ACh EC20; 0% = ACh EC20, 100% = maximal ACh; activation, % at 3 µM; 360,000 tested, 0.4% active;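 active = activation above its plate's cutoff, the mean activation of sample wells plus 3 SD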; also: some results filed as inactive read as strong as hits
# An asterisk follows results filed as active; / = no result given. Random draw from the library (roughly 2.9% active in at least one column).
SMILES,CHRM5 antagonist,M4 antag,M5 ag,CRFBP-R2 block,CRFR2-BP ag,IDE cell inh,CHRM4 agonist,M5 PAM,CHRM4 PAM
C=CCNC(=O)CC1C(=O)NCCN1Cc1c(F)cccc1Cl (stereo unspecified),0,0,-2,-7,-1.8,2,1,-5,-1
Cc1cccc(-n2c(SCC(=O)N(C)C3CCS(=O)(=O)C3)nc3ccccc3c2=O)c1C (stereo unspecified),2,3,0,2,-0.3,-6,0,-2,1
COc1ccc2[nH]c3c(c2c1)CCC/C3=N\N,3,5,4,2,3.8,1,1,8,-1
c1ccc2sc(NC3=NCN(C4CCCCCC4)CN3)nc2c1,5,-5,6,-25,1.7,1,8,-11,2
CC(=O)Nc1ccc(N2C(=O)c3ccc(S(=O)(=O)c4ccc(C(=O)O)cc4)cc3C2=O)cc1,-11,-7,-1,11,0.3,3,0,10,8
Cc1cc(C)n(CCCNC(=O)CN(C)S(=O)(=O)c2ccc(Cl)cc2)n1,10,6,1,-6,0.5,1,1,-3,-3
Cc1ccc2nc(SCC(=O)N3CCN(c4ccccc4)CC3)[nH]c2c1,4,-13,-3,0,-0.5,1,1,-7,-17
Cc1cccc(NC(=O)CN(C)C(=O)/C=C/c2ccccc2)c1C,8,-3,0,-3,-2.3,/,2,-1,5
O=C(CCC(=O)c1ccc(F)cc1)OCc1nnc(-c2ccc([N+](=O)[O-])cc2)o1,3,-1,4,7,0.8,-2,4,-8,-1
O=C(NC(=S)N1CCN(c2ccc(O)cc2)CC1)c1ccco1,-4,-2,3,-7,3.7,-1,1,-4,3
O=C(CCN1C(=O)C2CCCCC2C1=O)Nc1nc(-c2ccc(F)c(F)c2)cs1 (stereo unspecified),13,4,5,-20,-0.5,-1,16,-19,-17
Nc1ncnc2c1ncn2CCN1CCOCC1,-2,-7,-2,-5,0.6,11,0,-1,0
C[C@H](CO)N1C[C@H](C)[C@@H](CN(C)C(=O)NC2CCCCC2)Oc2ccc(NS(=O)(=O)c3ccccc3)cc2C1=O,18,7,0,-3,-0.3,0,1,-4,-2
CSC(=Nc1ccccc1)C(C#N)c1nc2ccccc2[nH]1 (stereo unspecified),8,9,-1,5,0.8,0,-1,-10,-18
CSc1cccc(CN2CCC(Oc3cccc(C(=O)N4CCCC4)c3)CC2)c1,28*,-3,-8,11,-5.3,4,4,-15,-11
Cc1ccc(S(=O)(=O)Nc2ccc(Oc3cccnc3)nc2)cc1,6,-13,5,-1,0.0,3,2,-2,6
COC(=O)N/N=C(\C)c1ccc(C)c([N+](=O)[O-])c1,1,4,-1,22,-2.7,-1,1,-6,4
Cc1ccc(Cn2c(CN3CC(C)OC(C)C3)nc3c2c(=O)[nH]c(=O)n3C)cc1 (stereo unspecified),-10,0,1,-16,-2.0,5,1,7,-4
Cc1ccc(N2CCN(/N=C/C=C/c3ccccc3)CC2)cc1,-9,0,2,2,0.4,6,1,12,10
O=C(COc1ccc(Br)cc1)NNC(=O)c1ccc(-n2cncn2)c([N+](=O)[O-])c1,8,-7,2,5,-0.1,6,1,-4,4

# Some entries already given, showing only M5 PAM.
compound,M5 PAM
Nc1ncnc2c1ncn2CCN1CCOCC1,-1
C[C@H](CO)N1C[C@H](C)[C@@H](CN(C)C(=O)NC2CCCCC2)Oc2ccc(NS(=O)(=O)c3ccccc3)cc2C1=O,-4
CSC(=Nc1ccccc1)C(C#N)c1nc2ccccc2[nH]1 (stereo unspecified),-10
CSc1cccc(CN2CCC(Oc3cccc(C(=O)N4CCCC4)c3)CC2)c1,-15

# The list continues.
SMILES,CHRM5 antagonist,M4 antag,M5 ag,CRFBP-R2 block,CRFR2-BP ag,IDE cell inh,CHRM4 agonist,M5 PAM,CHRM4 PAM
O=S(=O)(NCCCCCCNS(=O)(=O)c1c(F)cccc1F)c1ccc2c(c1)OCCO2,21,13,-4,-6,19,-2,11,-6,-5
CCN(CC)CCn1c(=N)n(CCOc2ccccc2)c2ccccc21,-3,17,-6,-15,-2.3,2,4,-5,-5
Fc1cccc(CN2CCCCCCC2)c1,4,-5,-1,3,-0.9,3,0,-2,2
O=C(NCc1ccccc1)c1ccc(COCC(F)(F)F)o1,-13,-24,-3,12,-1.6,-4,3,6,10
O=C(c1ccc(Cl)s1)N1CCN(C23CC4CC(CC(C4)C2)C3)CC1,-23,5,-9,-48,17,-1,0,3,-12
CNC(=O)Cn1c(C)cc(=O)c2cccc(C)c21,4,0,-3,6,-0.6,7,1,0,-4
N#Cc1cccc(NC(=O)Cn2cnc(S(=O)(=O)N3CCc4ccccc43)c2)c1,2,7,-2,-9,2.4,0,0,-5,-2
O=C(C1=C[C@H](c2ccccc2)C[C@H](OCCCCO)O1)N1CCOCC1,6,-12,0,-3,-0.3,6,0,-12,3
CCN(CC)S(=O)(=O)c1cccc(-c2nnc(SCc3nc4ccccc4s3)o2)c1,12,9,-5,1,0.4,8,10,-14,-12
O=C(NCc1ccccc1)C1=C[C@H](c2ccccc2)C[C@H](OCc2ccc(CO)cc2)O1,-1,-22,-1,83*,0.2,4,7,5,4

# Fetched one by one from the entries so far:
SMILES,CHRM5 antagonist,M4 antag,M5 ag,CRFBP-R2 block,CRFR2-BP ag,IDE cell inh,CHRM4 agonist,M5 PAM,CHRM4 PAM
O=C(NCc1ccccc1)C1=C[C@H](c2ccccc2)C[C@H](OCc2ccc(CO)cc2)O1,-1,-22,-1,83*,0.2,4,7,5,4
O=S(=O)(NCCCCCCNS(=O)(=O)c1c(F)cccc1F)c1ccc2c(c1)OCCO2,21,13,-4,-6,19,-2,11,-6,-5
N#Cc1cccc(NC(=O)Cn2cnc(S(=O)(=O)N3CCc4ccccc43)c2)c1,2,7,-2,-9,2.4,0,0,-5,-2
Fc1cccc(CN2CCCCCCC2)c1,4,-5,-1,3,-0.9,3,0,-2,2
O=C(c1ccc(Cl)s1)N1CCN(C23CC4CC(CC(C4)C2)C3)CC1,-23,5,-9,-48,17,-1,0,3,-12

# Compound profiles (already shown).
# O=C(NCc1ccccc1)C1=C[C@H](c2ccccc2)C[C@H](OCc2ccc(CO)cc2)O1 reads CHRM5 antagonist = -1; M4 antag = -22; M5 ag = -1; CRFBP-R2 block = 83*; CRFR2-BP ag = 0.2; IDE cell inh = 4; CHRM4 agonist = 7; M5 PAM = 5; CHRM4 PAM = 4
# CCN(CC)CCn1c(=N)n(CCOc2ccccc2)c2ccccc21 reads CHRM5 antagonist = -3; M4 antag = 17; M5 ag = -6; CRFBP-R2 block = -15; CRFR2-BP ag = -2.3; IDE cell inh = 2; CHRM4 agonist = 4; M5 PAM = -5; CHRM4 PAM = -5

# The listing continues.
SMILES,CHRM5 antagonist,M4 antag,M5 ag,CRFBP-R2 block,CRFR2-BP ag,IDE cell inh,CHRM4 agonist,M5 PAM,CHRM4 PAM
Cc1ccc(SCC(=O)N(C)C2CCS(=O)(=O)C2)cc1 (stereo unspecified),9,1,-3,-2,0.8,1,0,-8,0
O=C(CS(=O)CC(=O)N(c1ccccc1)C(C(=O)NC1CCCCC1)c1ccco1)Nc1ccc(F)cc1 (stereo unspecified),-2,-1,-1,-16,0.5,-9,0,15,4
Cc1nnc(-c2ccc(N3CCOCC3)c([N+](=O)[O-])c2)o1,12,0,0,13,-2.7,0,1,3,0
O=c1c2c(-c3ccco3)csc2nc(SCc2cn3cccnc3n2)n1-c1ccccc1,9,1,-6,4,0.5,2,0,5,3
CN1C(=O)N(CC(=O)Nc2cccc(S(=O)(=O)N(C)c3ccccc3)c2)C(=O)C12CCCCC2,5,-9,0,-6,-0.8,/,2,-7,-6
CCc1nc2c(OCc3ccccc3)cccn2c1N(Cc1ccccc1)C(C)=O,9,-3,-2,/,/,/,0,-1,-3
CC(=O)Nc1cccc(-c2csc(Nc3ccc(C)cn3)n2)c1,-4,-16,1,-80,-1.1,7,3,-1,19
O=C(CCn1c(=S)[nH]c2cc3c(cc2c1=O)OCO3)NCc1ccc(Cl)cc1,-4,-1,0,2,0.2,5,1,3,2
O=C(NCc1ccccn1)c1c(O)c2cccc3c2n(c1=O)CC3,-4,-12,-2,9,4.7,0,1,4,26
Cn1cc([N+](=O)[O-])c(C(=O)Nc2ccc(C3CCCCC3)cc2)n1,0,5,0,4,-1.0,-4,1,1,-10
COc1cc(NC(=O)c2ccccc2-n2cnnn2)cc(OC)c1,-12,-12,-3,-2,0.4,-1,0,8,-4
COc1cc2c(cc1OC)CN(CC(=O)NC(=O)NCc1ccco1)CC2,4,0,-3,12,0.4,0,1,2,6
COC(=O)CCSC(=S)N1CCOCC1,-9,5,0,-11,0.2,12,1,4,-5
COc1ccc(-n2c(COc3ccc(Cl)cc3)nnc2SCc2ccc(C#N)cc2)cc1,2,11,2,17,-0.4,0,3,0,-2
Cc1nc(CSc2nsc(/C=C/N(C)C)c2C#N)cs1,2,2,2,-12,1.8,/,1,1,0
CC(=NNC(=O)c1ccncc1)c1cccc(Cl)c1,11,5,4,18,-4.1,/,0,2,4
CC(=O)c1c(C)[nH]c(C(=O)NCCc2c[nH]c3ccccc23)c1C,18,5,0,3,-0.4,-5,7,-9,-6
Oc1ccc(C[C@H]2CNC(=S)N2CC2CCCN2C[C@H](Cc2ccc(O)cc2)N2C[C@H](Cc3ccccc3)N(CC3CCCCC3)C2=S)cc1 (stereo partly specified),5,-6,1,23,5.4,/,0,-1,3
Cc1cc(N(C)N)nc(NC(=O)NS(=O)(=O)c2ccccc2Cl)n1,1,-3,-1,-7,0.1,-2,0,-1,2
Cc1cc(Cl)c(OCCCNC2CCCC2)c(Br)c1,2,-6,2,-5,-0.6,2,8,2,1
O=C(NCCc1csc(-c2cccc(F)c2)n1)c1ccco1,-3,2,-1,10,-4.5,8,16,-3,-8
COc1cc(-c2cc(-c3ccccc3)nc(SCC(=O)O)c2C#N)cc(OC)c1OC,5,-1,-1,5,1.1,1,0,3,8
COc1cc(/C=N/NC(=O)c2ccc(N3CCCC3=O)cc2)ccc1O,-8,-21,-3,11,-1.0,-5,0,3,-3
O=C(C1CCC1)N1CCN(S(=O)(=O)c2cccc(F)c2)CC1,10,-1,1,10,-0.2,0,0,-1,0
Cc1ccccc1OCc1nc2c3cnn(C)c3ncn2n1,5,-2,-1,13,1.6,-4,0,-6,1
c1ccc(-c2csc(-c3cccnc3)n2)cc1,-1,6,-8,6,-7.5,1,0,10,-4
C/C(CC(=O)NCc1ccco1)=N\NC(=O)CC#N,6,9,-3,33,0.8,1,1,-5,-8
CCCc1cc(=O)[nH]c(SCC(=O)N2CCN(c3ccccc3)CC2)n1,-9,-2,1,3,-1.4,0,0,5,-2
